AT treatment: qHTS Assay for Identifying a Potential Treatment of Ataxia-Telangiectasia; […] A-T fibroblasts, KAP-1 phosphorylation AlphaLISA; neocarzinostatin DNA damage 30 min before lysis; hit rate 0.19% among 320,000; Potency, µM (series often up to 57.5 µM), without a hit: at the highest dose activation, most hits filed as activators; note: potency is the fitted concentration of half-maximal effect; % of control where 0% means no effect; nearly all actives have a fitted effect of over 45% in size
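ATM-like activity read as KAP-1 phosphorylation via AlphaLISA donor/acceptor antibody pairs after lysis and 6 hr at 25C. Cells were ATM-null patient fibroblasts ([…], hTERT), dosed 60 min, then exposed to the DSB inducer NCS for 30 min.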
hERG WT inh: qHTS for Inhibitors of KCHN2 3.1: Wildtype qHTS; hit rate 0.37% among 340,000; activity change, % at 1.84 µM; U2OS, BacMam KCNH2, thallium flux FluxOr; hits give low values; AID 720551, 2013;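 active = maximum activity change below -70%; inconclusive = maximum activity change between -70% and -50%; inactive = maximum activity change above -50%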; note: % is set by controls: 0 for no effect and ±100 for the full control effect
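U2OS cells were transduced with wild-type KCNH2 virus (2.03 x 10^8 / mL) for 4 h at room temperature, then cultured overnight at 37 C. Thallium flux was read with FluxOr dye. Rate constants were normalized to DMSO controls.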
ELG1 DNA repair: qHTS screen for small molecules that inhibit ELG1-dependent DNA repair in human embryonic kidney (HEK293T) cells expressing luciferase-tagged ELG1; HEK293T ELG1-luciferase reporter, luminescence, 16 h; DNA damage induced by 5-fluorouridine; AID 504467, 2011; Potency, µM (top dose mostly 46.1 µM), without a hit: at the top dose activity change, negative = inhibition, hits mostly inhibitors; hit rate 2.3% among 330,000; note: potency is the fitted concentration of half-maximal effect; % is set by controls: 0 for no effect and ±100 for the full control effect; nearly all actives have a fitted effect of over 55% in size
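Cells (2,000 per well) received 5-fluorouridine plus test compound or DMSO and were incubated 16 hr at 37 °C, 5% CO2. Luciferase activity was read by luminescence 30 min after ONE-Glo addition; signal suppression marked inhibition of damage-induced ELG1 function.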
USP2a inh: qHTS Assay for Inhibitors of Ubiquitin-specific Protease USP2a Using CHOP2 as the Reporter. Ubiquitin carboxyl-terminal hydrolase 2 (Homo sapiens), O75604. hit rate 0.01% among 330,000. USP2 core, Ub-CHOP2 coupled fluorogenic reporter, 485/531. Potency, µM (top dose mostly 38.3 µM), for inactives: at the highest dose activity change, negative = inhibition, most hits filed as inhibitors. AID 463254, 2010;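 note: potency is the fitted concentration of half-maximal effect; plate controls were DMSO wells for no effect and full inhibition by NEM control for full effect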
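Deubiquitinase activity read as fluorescence (485/531 nm) after Ub-CHOP2 cleavage activates the enterokinase reporter on its substrate; USP2 core 10nM, Ub-CHOP2 and substrate 25nM each, 30min compound preincubation then 60min RT; data normalized to NEM, curves fitted.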
TCR activator: Activators of T cell receptors: qHTS campaign | primary human leukocytes, anti-CD3, IL-2 HTRF, 48 h | Potency, µM (series often up to 9.22 µM), for the others: at the top dose activation of IL-2 secretion, usual class: activators | 330,000 tested, under 10 active; note: % of control where 0% means no effect
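Using a-CD3 beads without co-stimulation, primary human leukocytes were exposed to compounds for 48 hr. An HTRF IL-2 kit measured the cytokine, with europium-to-d2 energy transfer producing emission at 665nm upon 320nm excitation.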
KCNH2 3.1 block: qHTS for Inhibitors of KCHN2 3.1: Mutant qHTS; U2OS KCNH2 3.1, thallium flux FluxOr; hits give low values; AID 720553, 2013; activity change, % (tested at about 1.8 µM); Potassium voltage-gated channel subfamily H member 2, brain isoform KCNH2 3.1 (human); hit rate 0.95% among 340,000;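 active = maximum activity change below -70%; inconclusive = maximum activity change from -70% to -50%; inactive = maximum activity change above -50%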;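 note: thallium influx rate constant from kinetic fluorescence after stimulation buffer; % is set by controls: 0 for no effect and ±100 for the full control effect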
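Virally transduced U2OS (3.1 isoform, 4 h infection in dark at RT) → overnight 37 C → FluxOr + Red40 in HBSS/HEPES, 45 min → stimulation buffer, 2 min kinetic read → rate constant vs DMSO controls.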
Mito fusion yeast: qHTS Assay for Small Molecule Inhibitors of Mitochondrial Division or Activators of Mitochondrial Fusion | hit rate 0.23% among 320,000 | Potency, µM (series often up to 46.1 µM), for the others: top-dose growth rescue (activation), actives largely listed as activators | S. cerevisiae fusion-defective mutant growth rescue, CellTiterGlo 48 h;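 note: potency is the fitted concentration of half-maximal effect; % of control where 0% means no effect; nearly all actives have a fitted effect of over 45% in size; temperature-sensitive fusion mutants such as fzo1-1 at 37 °C on non-fermentable ethanol glycerol medium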
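S. cerevisiae fusion-defective temperature-sensitive mutants (e.g. fzo1-1, mgm1-5) grown 48 h at 37C in YPEG (ethanol/glycerol non-fermentable) medium with 23 nl compound per well; growth rescue read as CellTiterGlo luminescence.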
TSHR antag: Antagonists of the Thyroid Stimulating Hormone Receptor: HTS campaign | activity change, negative = inhibition, % at 11.5 µM | TSHR-expressing cells, TSH-stimulated cAMP HTRF, 2 h; hits give low values | Thyrotropin receptor (Homo sapiens), P16473 | hit rate 0.2% among 330,000;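 active = activity change below a set negative limit, meaning inhibition stronger than a set level, cut at about -70% in these data; inconclusive = activity change between two set negative limits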; note: % is set by controls: 0 for no effect and ±100 for the full control effect
Target sequence (P16473 whole entry, looked up): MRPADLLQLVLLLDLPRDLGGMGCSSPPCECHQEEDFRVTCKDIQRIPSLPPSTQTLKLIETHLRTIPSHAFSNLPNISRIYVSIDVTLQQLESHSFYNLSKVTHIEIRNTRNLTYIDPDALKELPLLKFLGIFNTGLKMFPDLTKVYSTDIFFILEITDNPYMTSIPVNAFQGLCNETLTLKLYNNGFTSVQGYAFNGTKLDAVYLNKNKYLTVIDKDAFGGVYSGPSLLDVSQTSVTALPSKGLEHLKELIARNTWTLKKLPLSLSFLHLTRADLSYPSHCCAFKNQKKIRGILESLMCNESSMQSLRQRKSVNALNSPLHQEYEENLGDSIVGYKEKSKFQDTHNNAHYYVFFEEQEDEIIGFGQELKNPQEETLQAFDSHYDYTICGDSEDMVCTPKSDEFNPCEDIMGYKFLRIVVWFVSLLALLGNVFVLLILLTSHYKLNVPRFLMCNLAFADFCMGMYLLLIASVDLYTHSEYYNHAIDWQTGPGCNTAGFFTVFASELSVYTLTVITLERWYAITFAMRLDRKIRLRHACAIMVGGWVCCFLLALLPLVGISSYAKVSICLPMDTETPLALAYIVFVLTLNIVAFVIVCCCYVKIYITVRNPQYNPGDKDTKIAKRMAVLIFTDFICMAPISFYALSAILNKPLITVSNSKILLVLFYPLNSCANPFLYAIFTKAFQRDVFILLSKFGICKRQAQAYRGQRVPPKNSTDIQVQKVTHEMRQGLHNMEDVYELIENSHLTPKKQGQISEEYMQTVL
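Antagonism was scored as loss of TSH-driven cAMP in TSHR cells, stimulated with 4nM TSH (EC80) for 2 hours at 37 deg C and detected by homogeneous HTRF competition immunoassay.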
TRPV1 ag: HTS Assay for Compounds that Act as Agonists of the Vanilloid Receptor 1. AID 540275, 2011. activation, % at 8.33 µM. hit rate 0.19% among 320,000. Transient receptor potential cation channel subfamily V member 1 (Homo sapiens), Q8NER1. TRPV1-expressing cells, Fluo-8 calcium influx, agonist mode; in the data active = activation above about 80%; inconclusive = between about 30% and that limit; note: 0% is about no effect
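Cells expressing TRPV1 were dye-loaded with Fluo-8 and read kinetically: 10 s baseline, 3 min after compound (agonist portion), then 2 min after EC20 capsaicin (allosteric enhancer portion). Calcium-bound dye fluorescence at 480/520 nm.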
Eya2 inh: qHTS Assay for Inhibitors of the Phosphatase Activity of Eya2. Protein phosphatase EYA2 (Homo sapiens), O00167. hit rate 0.006% among 330,000. recombinant Eya2, OMFP fluorescence dephosphorylation (OMFP is methylfluorescein phosphate). Potency, µM (titrated, usually from 76.9 µM), for inactives: top-dose activity, negative = inhibition, hits mostly inhibitors; note: potency is the fitted concentration of half-maximal effect; % is set by controls: 0 for no effect and ±100 for the full control effect
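Eya2 protein (added as 0.2 uM solution) was preincubated with compound for 10 min at ambient temperature in 50 mM HEPES pH 7.5, 50 mM NaCl, 5 uM MgCl2, 0.05% BSA, 1 mM DTT. OMFP (added at 50 uM) then reacted 10 min; fluorescence read at 485/525 nm.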
* = called active by the depositor; ? = inconclusive; · = no result given; [ ] = dose if it differs, or a comment. Unless noted, calls come from the whole dose curve; as a rule, active = well fitted curve in the direction sought with a large enough effect; inconclusive = small, poorly fitted or top-dose-only effect, or another doubt; inactive = no such curve, though single readings can be large; an effect the other way counts as inactive or inconclusive. A portion of the library, so the mix of outcomes need not match the whole.

Each structure is followed by: USP2a inh, Eya2 inh, TRPV1 ag, Mito fusion yeast, TCR activator, TSHR antag, AT treatment, hERG WT inh, KCNH2 3.1 block, ELG1 DNA repair
1	COc1cc(C(F)(F)F)nc2c(Br)c(C(C)(C)C)nn12
    -3%, -27%, -4, 0%, -5%, -8, 3%, 4, -1, ?
2	CC(C)CC1(C)NC(=O)N(CC(=O)Nc2ccc3c(c2)CCC3)C1=O (centres undefined)
    5%, -3%, 23, -1%, -6%, 1, -4%, 8, -2, -10%
3	CCOc1c(Cl)cc(CNc2ccc(N3CCCC3)cc2)cc1OC
    2%, 6%, 0, 0%, 2%, -9, -5%, 3, -5, ?
4	Cc1ccc(-c2nn(-c3ccccc3)cc2C(=O)Nc2ccc(C)c(S(=O)(=O)N3CCOCC3)c2)cc1
    1%, -3%, 3, -2%, 2%[46.1 µM], -14, 6%, -3, -2, ?
5	O=C1NCCCC1C(=O)N/N=C/c1cccc(Cl)c1 (centres undefined)
    1%, -15%, 3, -10%, -17%, 4, -4%, -1, 5, ?
6	CC1CC(OCC(O)C[N+]2(C)CCOCC2)CC(C)(C)C1 (centres undefined)
    1%, -4%, 1, 3%, 5%, 8, -5%, 0, 1, 5%
7	COc1ccc(C(C(=O)Nc2ccc(F)cc2)N(C(=O)Cn2nnc3ccccc32)C2CC2)cc1 (centres undefined)
    1%, 1%, ·, -1%, 0%, 17, 4%, 6, -19, ?
8	O=C(COc1ncnc2ccccc12)NCCC1=CCCCC1
    -1%, 0%, 1, 4%, -1%, -9, 5%, 13, 0, 2%
9	Cc1ncc([N+](=O)[O-])n1CC(=O)N/N=C/c1ccc(F)cc1
    1%, -7%, 0, 4%, 4%, 6, 4%, -13, -3, 21%
10	O=C(O)C1=C[C@H](c2ccc(F)cc2)C[C@H](OCc2ccc(CO)cc2)O1
    -11%, 4%, -4, 12%, 2%, 0, 10%, -4, 20, 15%

Brought forward from above: 2 entries, then new ones.
Each structure is followed by: USP2a inh, Eya2 inh, TRPV1 ag, Mito fusion yeast, TCR activator, TSHR antag, AT treatment, hERG WT inh, KCNH2 3.1 block, ELG1 DNA repair
9	Cc1ncc([N+](=O)[O-])n1CC(=O)N/N=C/c1ccc(F)cc1
    1%, -7%, 0, 4%, 4%, 6, 4%, -13, -3, 21%
10	O=C(O)C1=C[C@H](c2ccc(F)cc2)C[C@H](OCc2ccc(CO)cc2)O1
    -11%, 4%, -4, 12%, 2%, 0, 10%, -4, 20, 15%
11	COC(=O)CC1C(=O)NC2CCCCC2N1C(=O)CCl (centres undefined)
    0%, 2%, -1, 1%, -3%, 12, 14%, -1, 0, ?
12	Cc1cc(C)nc(-n2nc(C)cc2NC(=O)CN2CCCC(C)C2)n1 (centres undefined)
    2%, -4%, 23, -4%, 4%, -5, 4%, -24, -9, -11%
13	CC(C)Cn1c(N)c(C(=O)CSc2ccccc2)c(=O)n(C)c1=O
    -1%, 1%, 5, 0%, -9%[46.1 µM], -15, 3%, -6, -10, 23µM*
14	CCC(C(=O)NCCCN1CCOCC1)n1c2ccccc2c2nc(=O)cc(C)n21 (centres undefined)
    0%, 0%, 1, -17%, -2%, -11, -7%, -10, -4, ?
15	NC(=S)Nc1cccc(F)c1
    -2%, 7%, 1, -6%, 1%, -2, -4%, 1, -1, 14%
16	CN1CCN(Cc2c(O)ccc3c(-c4ccccc4)cc(=O)oc23)CC1
    0%, -7%, 4, -1%, ·, 1, 4%, 1, 2, -12%
17	O=C(/C=C/c1c(Cl)cccc1Cl)NCCc1ccccc1
    -2%, 12%, 4, -1%, 0%, -5, -1%, -11, -6, ?
18	COc1ccc(C(=O)/C=C/c2ccc(O)cc2)c2c1CC(O)C(C)(C)O2 (centres undefined)
    1%, 4%, ·, ·, -11%, 4, -8%, 1, 5, 23µM*
19	OCCN=c1cc(-c2ccccc2)oc2ccc(Cl)cc12
    -1%, -14%, 2, 2%, -1%, 8, -7%, -3, 0, ?
20	CCCCOC(=O)c1ccc(NS(=O)(=O)c2cc(-c3nnnn3CC)ccc2OC)cc1
    -1%, -10%, 6, -2%, 3%, -15, 2%, -8, -7, ?
21	O=C(CN1CCN(S(=O)(=O)c2ccc(Br)cc2)CC1)Nc1ccc2c(c1)OCO2
    2%, 9%, 4, 1%, 6%, -10, 1%, -1, ?, -6%
22	COc1ccc(OC)c(C2=NOC(C(=O)Nc3cc(C)nn3-c3ccccc3)C2)c1 (centres undefined)
    -1%, 2%, 0, 0%, -2%[46.1 µM], 18, 12%, -6, 7, -7%
23	COc1cccc(-c2nc(CS(=O)(=O)CC(=O)NCCC(C)C)c(C)o2)c1
    -1%, -19%, ?, 0%, 0%[46.1 µM], -2, 2%, 8, -7, ?
24	CCN(CC)S(=O)(=O)c1ccc(-c2nnc(SCc3nnc(-c4ccccc4)o3)o2)cc1
    1%, -2%, 6, 1%, -2%, 4, 7%, 1, 15, 11%
25	Cc1ccc(S(=O)(=O)N/N=C2/CC(=O)CC(C)(C)C2)cc1[N+](=O)[O-]
    9%, 0%, -2, -9%, -6%, -3, 7%, 15, -5, -8%
26	C#CCOCCOCCOCCNc1nc(N2CCN(C(=O)[C@H](CCC(=O)O)n3cc(C(N)CO)nn3)CC2)nc(N2CCN(C(=O)[C@H](CCC(=O)O)n3cc(C(N)CO)nn3)CC2)n1 (some centres undefined)
    -12%, 7%, -1, -9%, ·, 5, 0%, ·, ·, 10%
27	CCn1c(C)nc2cc(C(=O)NNC(=O)Nc3cccc(Cl)c3)ccc21
    -1%, -5%, -1, 2%, 5%, -7, 5%[11.5 µM], 0, -4, 1%
28	COc1ccc(C(=O)N=c2sccn2C)cc1
    -1%, 5%, 0, -1%, 8%, 3, 11%, 2, 4, ?
29	CCC1=C(OC(=O)N(CC)CC)N2C(=O)OC(=NCC3CC3)[C@]2(Cc2ccccc2)[C@H]2C1=CC[C@H]1C(=O)N(CC)C(=O)[C@H]12
    -13%, 2%, ?, 11%, -2%, -9, -32%, -9, -15, 15%
30	Cc1occc1-c1nnc(SCC(=O)c2cc3ccccc3oc2=O)o1
    1%, -23%[15.4 µM], 1, -1%, -4%, -8, 8%, -9, -23, ?
31	Cc1ccc(S(=O)(=O)N(C)CC(=O)NCc2ccncc2)cc1
    3%, -17%, 1, -4%, -2%, 12, -5%, -1, 0, 0%
32	CC(C)C(=O)Nc1ccc(-c2nnc(-c3ccccc3)o2)cc1
    2%, 7%, 1, -4%, 8%, 4, 3%, -3, -6, ?
33	COc1cccc(CNC(=O)CSc2nc3c(oc4ccccc43)c(=O)n2CC2CCCO2)c1 (centres undefined)
    1%, 3%, 8, -9%, 3%, 8, 2%, -3, -10, -5%
34	Cc1cc(SCC(=O)N2CCN(C(=O)c3ccco3)CC2)c(C)cc1Br
    0%, -18%, 13, 8%, -1%, -6, 6%, -11, -6, ?
35	COc1cc(CC(NC(C)=O)C(=O)NC2CCN(C(=O)c3cc(OC)c(OC)c(OC)c3)CC2)cc(OC)c1 (centres undefined)
    0%, 0%, 12, -6%, 6%, 2, 11%, 24, 6, 2%
36	Cc1ccc(OC(C)C(=O)Nc2ccc(S(=O)(=O)N3CCOCC3)cc2)cc1 (centres undefined)
    1%, -4%, ?, 6%, 3%, 7, 4%, 9, ·, -23%
37	Cc1ccc(S(=O)(=O)N2[C@@H](c3ccc4c(c3)OCO4)C(C(=O)O)=C[C@H]2C(C)(C)C)cc1
    3%, -18%, ·, ·, 0%, -14, 14%, 3, -9, 0%
38	CCN(CC)CCNC(=O)c1cn(CC)c2cc(N3CCN(C)CC3)c(F)cc2c1=O
    2%, -11%, -4, 0%, -10%, -2, -10%, -4, -15, 9%
39	O=C1C=C(c2ccc(Br)c3ccccc23)C[C@@H](c2ccc3c(c2)OCO3)C1
    -8%, -7%, -6, 12%, -1%, -2, -2%, -5, 5, -15%
40	COC(=O)[C@H]1CCCN1C(=O)Nc1cccc(Oc2c(F)c(F)c(F)c(F)c2F)c1
    7%, -2%, -1, 1%, 5%, -6, 0%, 10, 14, 18%
